# Assay outcomes deposited in PubChem by several laboratories.
# ERa coact pot = enhancers of ERα–SRC-1 coactivator binding, primary screen, biochemical, TR-FRET, ERα LBD, low estradiol. Estrogen receptor (Homo sapiens), P03372. TR-FRET ERalpha-LBD/SRC-Cy5 coactivator binding, 2 h; 100 = basal binding, no effect. coactivator binding (% of control), % at 25.6 µM. hit rate 1.3% among 86,000. AID 639, 2007; in the data active means activity above about 200%;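 further: binding measured in presence of low estradiol as agonist stimulus; 0% = peptide alone without receptor and 100% = receptor with peptide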
# Target sequence (P03372 whole entry, looked up, the tested form may be a part): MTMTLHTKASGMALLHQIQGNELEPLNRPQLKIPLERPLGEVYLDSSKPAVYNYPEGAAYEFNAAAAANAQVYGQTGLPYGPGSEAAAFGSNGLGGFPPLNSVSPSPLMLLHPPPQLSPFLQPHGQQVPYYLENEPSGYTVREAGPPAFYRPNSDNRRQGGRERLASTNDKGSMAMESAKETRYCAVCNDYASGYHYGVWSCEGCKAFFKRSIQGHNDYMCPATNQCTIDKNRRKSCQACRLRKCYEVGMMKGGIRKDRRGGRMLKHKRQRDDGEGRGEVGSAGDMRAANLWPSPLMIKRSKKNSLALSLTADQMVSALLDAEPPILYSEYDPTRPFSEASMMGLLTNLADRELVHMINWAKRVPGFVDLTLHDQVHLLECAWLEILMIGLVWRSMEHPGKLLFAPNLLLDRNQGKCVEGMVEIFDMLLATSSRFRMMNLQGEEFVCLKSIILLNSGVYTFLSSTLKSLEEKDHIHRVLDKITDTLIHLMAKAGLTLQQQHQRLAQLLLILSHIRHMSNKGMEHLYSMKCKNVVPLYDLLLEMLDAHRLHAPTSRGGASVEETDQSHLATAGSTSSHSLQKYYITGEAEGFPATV
# FAK blocker = FAK kinase inhibitors, primary screen, biochemical; biochemical FAK kinase activity assay; inhibition, %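 (tested at 7 µM)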; hit rate 0.84% among 97,000; AID 727, 2007; in the data active means inhibition above about 19%;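 further: 0% = DMSO and 100% = reference compound high control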
# ERa SRC1 inh = ERα–SRC-1 coactivator interaction inhibitors, primary screen, biochemical, TR-FRET, ERα LBD, estradiol-bound; Estrogen receptor (Homo sapiens), P03372; TR-FRET ER-alpha LBD / SRC-1 peptide; inhibition, % at 25.6 µM; hit rate 1.7% among 86,000; in the data active means inhibition above about 50%;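 further: 0% = receptor plus peptide control and 100% = peptide only without receptor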
# Mac1 fbg inh = inhibitors of CD11b/CD18 adhesion to fibrinogen, primary screen, K562 cells, luminescence. ATPlite luminescence; Mn2+ added to activate the integrin. inhibition, % at 10 µM. hit rate 0.54% among 93,000. Integrin beta-2 (Homo sapiens) + Integrin alpha-M (Homo sapiens), P05107+P11215;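 active means primary inhibition of 50% or more at 10 µM, then 40% or more on retest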; further: some results filed as inactive read as strong as hits
# Mac1 fbg enh = enhancers of CD11b/CD18 adhesion to fibrinogen, primary screen, K562 cells, luminescence; activation, % at 10 µM; Integrin beta-2 (Homo sapiens) + Integrin alpha-M (Homo sapiens), P05107+P11215; ATPlite luminescence; hit rate 0.07% among 93,000;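 active means 10 µM primary screen giving 50% or more activity, confirmed by 40% or more on retest at that dose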; further: strong numbers were not always called active
# HIV Rev-RRE inh = HIV-1 Rev-RRE binding inhibitors, primary screen, biochemical, FRET, protein-RNA interaction; P05866; hit rate 0.79% among 97,000; inhibition, % at 8 µM; Rev peptide-RRE RNA binding;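 active means inhibition above the screen-wide mean plus 3 SD, cut at about 35% in these data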;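 further: 0% = median DMSO wells and 100% = median Neomycin B control wells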
#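 Test system: Cy5-tagged RRE RNA duplex with fluorescein-tagged Rev peptide; Probe or stimulus: labelled Rev peptide; Schedule: 5 min preincubation and 15 min binding, 25 °C; Signal: FRET fluorescence readout; Evaluation: % inhibition from 671/540 nm acceptor-to-donor ratio, scaled between controls; Control set: DMSO and neomycin B.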
# ERb SRC1 inh = inhibitors of ERβ-SRC1 coactivator interaction, primary screen, biochemical, TR-FRET, ERβ LBD, SRC-1 peptide. TR-FRET ER-beta LBD / SRC1-Cy5 peptide binding; receptor agonist-loaded with 1 µM estradiol. inhibition, % at 25.6 µM. hit rate 1.3% among 86,000;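 active means compounds whose percent inhibition of the receptor-coactivator binding signal exceeds about 50% in the single-dose screen, limit read from the data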;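 further: 0% = receptor plus peptide wells without compound and 100% = peptide-only wells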
# Target sequence (Q92731 whole entry, looked up, the tested form may be a part): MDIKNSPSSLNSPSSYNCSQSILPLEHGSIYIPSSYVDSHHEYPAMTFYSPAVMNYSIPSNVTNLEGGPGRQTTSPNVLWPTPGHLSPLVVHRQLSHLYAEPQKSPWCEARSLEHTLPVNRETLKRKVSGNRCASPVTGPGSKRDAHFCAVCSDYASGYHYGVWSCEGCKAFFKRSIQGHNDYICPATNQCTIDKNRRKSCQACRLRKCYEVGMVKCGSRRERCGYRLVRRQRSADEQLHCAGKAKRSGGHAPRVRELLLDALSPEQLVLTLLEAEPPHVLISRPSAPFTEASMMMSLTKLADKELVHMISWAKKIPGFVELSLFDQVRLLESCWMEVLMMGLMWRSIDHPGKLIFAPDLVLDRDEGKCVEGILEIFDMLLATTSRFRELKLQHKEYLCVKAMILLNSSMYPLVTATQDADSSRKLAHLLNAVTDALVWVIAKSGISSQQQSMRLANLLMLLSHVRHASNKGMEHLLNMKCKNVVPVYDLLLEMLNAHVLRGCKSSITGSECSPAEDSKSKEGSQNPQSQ
# Plk1 PBD FP = Plk1 polo box domain binding inhibitors, primary screen, biochemical, fluorescence polarization; Serine/threonine-protein kinase PLK1 (Homo sapiens), P53350; Plk1 PBD phosphopeptide binding; inhibition, %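 (tested at about 20 µM)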; hit rate 0.13% among 97,000; AID 693, 2007; in the data active means inhibition above about 34%, passing the limit was not always enough
# PLK1 inh = human PLK1 kinase inhibitors, primary screen, biochemical, TR-FRET; Serine/threonine-protein kinase PLK1 (Homo sapiens), P53350; recombinant PLK1 kinase, TR-FRET peptide phosphorylation; inhibition, % at 10 µM; hit rate 0.53% among 97,000; AID 619, 2007;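 active means inhibition of 50% or more in the single-concentration screen; inactive means inhibition below 50%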;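 further: 0% = DMSO max control and 100% = H-89 dihydrochloride min control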
# Numbers without * were called inactive; · = not tested or not shown; [ ] = another dose, or the depositor's remark.
SMILES,ERa coact pot,FAK blocker,ERa SRC1 inh,Mac1 fbg inh,Mac1 fbg enh,HIV Rev-RRE inh,ERb SRC1 inh,Plk1 PBD FP,PLK1 inh
COc1cccc(OCc2cc(/C=N/NC(=O)c3nc(Cl)c(Cl)c(N)c3Cl)ccc2OC)c1,83,-2,2,-7,62,8,18,25,1
Cc1ccc(CCNC(=O)C2CC(c3ccccc3[N+](=O)[O-])=NO2)cc1 (stereo not drawn),·,-3,·,·,·,1,·,-23,-12
CCOC(=O)C1=C(C)NC(=O)CC1c1ccccc1 (stereo not drawn),108,1,-1,-2,0,-7,-1,10,-6
CCOC(=O)NC(Nc1cc(C)ccn1)(C(F)(F)F)C(F)(F)F,108,3,-22,17,0,7,-12,1,-3
Nc1c(C(=O)NCc2ccccc2)sc2nc3c(cc12)C(=O)CCC3,90,8,-10,-6,-6,7,9,-2,-10
Cc1ccc(S(=O)(=O)N2CCCC2C(=O)O)cc1 (stereo not drawn),78,3,6,12,-6,14,7,-2,-8
O=C(Nc1ccn(Cc2c(F)c(F)c(F)c(F)c2F)n1)c1ccc(COc2ccccc2Cl)cc1,·,-1,·,5,-5,10,·,3,-5
COc1cccc(CN2C(=O)CCC2(C)C(=O)NC2CCCCC2)c1 (stereo not drawn),107,·,-6,-5,-4,·,-9,·,·
Cc1ccc(S(=O)(=O)Nc2ccc3c(c2)ncn3C(C)(C)C)cc1,122,·,2,-7,3,·,4,·,·
CCCS(=O)(=O)N1CCCC(C(=O)NCCN(CC)c2ccccc2)C1 (stereo not drawn),102,1,-6,-4,-1,3,0,-32,-12
Cn1cccc1Cc1nnc(SCC(=O)N2CCCCCC2)n1CCc1ccccc1,111,1,-5,8,0,-3,-14,-15,-10
COc1ccc(NS(=O)(=O)c2cccc(C(=O)OCC(=O)Nc3cc(C)on3)c2)cc1,106,5,-13,-8,-3,5,4,-15,1
Cc1oc(-c2ccccc2Cl)nc1CS(=O)CC(=O)NCc1cccs1 (stereo not drawn),88,-4,-2,-8,3,-3,3,-9,-2
CCOC(=O)N1CCC(NC(=O)C2CCCN(Cc3nc(-c4cccc(Cl)c4)oc3C)C2)CC1 (stereo not drawn),·,-2,·,60*,-3,1,·,0,22
Cc1nc(NC2=NCN(Cc3cccnc3)CN2)nc2ccccc12,114,·,8,-12,6,·,10,·,·
CCCC(=O)C1=C(O)C(C(=O)OC)C(C)(C)CC1=NC(C)(C)C (stereo not drawn),83,1,2[fluorescence artefact?],6,-5,6,-3,9,-13
COc1ccc(C(=O)NCc2ccc(-c3nc4ccccc4s3)cc2)cc1OC,·,-2,·,10,-1,6,·,-6,-11
COc1ccc(-c2cn(/N=C/c3ccc(Cl)cc3Cl)c(N)n2)cc1,85,1,12,-9,12,19,8,-20,61*
Cc1cccc2sc(NC(=O)C3CCCN(S(=O)(=O)c4cccc5nonc45)C3)nc12 (stereo not drawn),177[fluorescence artefact?],1,6[fluorescence artefact?],·,·,11,30[fluorescence artefact?],22,-11
N#Cc1c(SCC(N)=O)nc(-c2ccccc2)c2c1CCCC2,98,-6,6,-9,1,3,-5[fluorescence artefact?],5,-19
CN=C1SC(CC(=O)NCCc2ccc(OC)c(OC)c2)C(=O)N1C (stereo not drawn),130,8,-12,0,-3,6,-6,-18,-16
Cc1cc(N2C(=O)CC(C(C)c3ccccc3)C2=O)no1 (stereo not drawn),94,-1,-2,·,·,0,-3[fluorescence artefact?],-15,-11
CCCn1cnc2c(=O)oc3ccccc3c21,108,-1,-7,·,·,8,-10,-10,16
N#Cc1c(/N=C/N2CCOCC2)sc2c1CCCCC2,121,3,-4,8,-2,13,1,-16,-6
COc1ccc(-c2nnc(SCC(=O)Nc3sc4c(c3C#N)CCCC4)n2-c2ccccc2)cc1,230*[fluorescence artefact?],0,5[fluorescence artefact?],·,·,4,6,-11,-6
# Continued:
SMILES,ERa coact pot,FAK blocker,ERa SRC1 inh,Mac1 fbg inh,Mac1 fbg enh,HIV Rev-RRE inh,ERb SRC1 inh,Plk1 PBD FP,PLK1 inh
N#Cc1c(-c2ccccc2)ccn(Cc2ccc(Cl)cc2)c1=O,·,6,·,·,·,12,·,9,-10
Cc1nc(-c2ccccc2)sc1-c1nc(-c2cccnc2)ncc1S(=O)(=O)c1ccccc1,·,-3,·,8,-3,-3,·,-21,-31
Cc1ccc(S(=O)(=O)N2CCCC2C(=O)n2nc(C)cc2C)cc1 (stereo not drawn),127,-1,4,-27,1,7,-1,-15,-10
Cn1c(=O)n(C)c2cc(NC(=O)C(F)(F)F)ccc21,111,-1,-17,-18,-1,4,-9,-28,-11
Cc1ncsc1C(=O)Nc1nc2c(s1)CCCC2,116,3,-9,15,-2,-5,-7,5,3
O=C(c1ccco1)N(Cc1cc2ccccc2[nH]c1=O)C1CCCCC1,79,4,8,-22,1,0,17,-5,7
CC1=CC(=C2N=C(c3ccccc3)OC2=O)C=C(C)O1,·,4,·,-11,-3,26,·,17,-12
CCN(CC)C(=S)SCC(=O)Nc1cccc(C(F)(F)F)c1,·,2,·,·,·,15,·,-1,-13
COCC(C)n1c(C)cc(C(=O)COC(=O)c2ccc3ncsc3c2)c1C (stereo not drawn),126,-1,-13,1,-3,1,-2,-17,7
CCCc1cc(=O)n2[nH]c(C)cc2n1,105,-3,8[fluorescence artefact?],-26,0,9,-2[fluorescence artefact?],5,4
COc1ccc2c(Cl)c(C(=O)NN)sc2c1,·,3,·,5,-2,9,·,-7,-12
CCCCCc1ccc(S(=O)(=O)NCCc2ccncc2)cc1,92,1,5[fluorescence artefact?],89,-6,12,0[fluorescence artefact?],-29,8
Cc1ccc2oc3nc(C)c(C(=O)O)cc3c(=O)c2c1,·,7,·,·,·,12,·,3,-4
Cc1ccc2c(c1)sc1ncc(NC(=O)c3ccccc3)c(=O)n12,152[fluorescence artefact?],0,54*[fluorescence artefact?],·,·,6,30[fluorescence artefact?],-15,-14
O=C1CC(c2ccc(S(=O)(=O)N3CCN(c4ccccc4)CC3)cc2)CN1 (stereo not drawn),98,-2,-15[fluorescence artefact?],-7,0,-2,-15[fluorescence artefact?],20,-16
Cc1ccccc1CS(=O)(=O)CCC(=O)NCCCN1CCN(c2ccccc2F)CC1,112,3,4,·,·,12,-5,10,-1
O=C(O)C1C2CCC(O2)C1C(=O)NCc1ccncc1 (stereo not drawn),110[fluorescence artefact?],1,21,·,·,6,39,-28,-7
CC(OC(=O)C1=Cc2ccccc2OC1)C(=O)NC1CCCC1 (stereo not drawn),·,1,·,-9,3,-4,·,-32,-9
C#CCOC(=O)Nc1cccn(Cc2c(Cl)cccc2Cl)c1=O,·,-8,·,8,2,6,·,19,-11
COc1ccccc1C(=O)NCC(=O)Nc1ccccc1,99,-2,-3,8,7,0,-3,-8,-8
Cn1c(=O)c2nnn(/N=C(\c3ccccc3)C3CC3)c2n(C)c1=O,114,-1,-5,-7,-1,2,-1,-15,-4
CCOC(=O)/C(C#N)=C1/C=CN(Cc2ccccc2)C=N1,102,2,-6,-8,-2,8,2,4,-15
CCC1(CC)NC(=O)N(CC(=O)Nc2sc3c(c2C(N)=O)CCC3)C1=O,28[fluorescence artefact?],28*,84*,-8,79,15,74*[fluorescence artefact?],3,-8
Cc1ccc(OCC(O)Cn2c(N3CCOCC3)nc3c2c(=O)[nH]c(=O)n3C)cc1 (stereo not drawn),101,0,-3,-9,-3,-6,-10,-6,-1
C=CCNc1nc2c3ccccc3n(C(C)=O)c2s1,117,11,1,-4,-2,-1,-3,14,-3

# Exported tab-delimited: entries from further up
Structure	ERa coact pot	FAK blocker	ERa SRC1 inh	Mac1 fbg inh	Mac1 fbg enh	HIV Rev-RRE inh	ERb SRC1 inh	Plk1 PBD FP	PLK1 inh
CCCCCc1ccc(S(=O)(=O)NCCc2ccncc2)cc1	92	1	5[fluorescence artefact?]	89	-6	12	0[fluorescence artefact?]	-29	8
Cc1ccc2oc3nc(C)c(C(=O)O)cc3c(=O)c2c1	·	7	·	·	·	12	·	3	-4
Cc1ccc2c(c1)sc1ncc(NC(=O)c3ccccc3)c(=O)n12	152[fluorescence artefact?]	0	54*[fluorescence artefact?]	·	·	6	30[fluorescence artefact?]	-15	-14
O=C1CC(c2ccc(S(=O)(=O)N3CCN(c4ccccc4)CC3)cc2)CN1 (stereo not drawn)	98	-2	-15[fluorescence artefact?]	-7	0	-2	-15[fluorescence artefact?]	20	-16

# Going on with the list:
SMILES,ERa coact pot,FAK blocker,ERa SRC1 inh,Mac1 fbg inh,Mac1 fbg enh,HIV Rev-RRE inh,ERb SRC1 inh,Plk1 PBD FP,PLK1 inh
CCOC(=O)c1cc(C)[nH]c(=S)c1C#N,70,-2,0,·,·,5,-7,-4,3
O=C(Cc1ccccc1)NCc1ccc2c(c1)OCO2,98,1,-7,-5,0,8,-12,2,-9
CCOc1ccc(CCNC(=O)C2CCN(S(=O)(=O)N3CCOCC3)CC2)cc1OCC,108,-6,-1[fluorescence artefact?],·,·,-3,-3[fluorescence artefact?],-3,-6
COc1ccc(CN2CCC(=O)NC2=O)cc1,80[fluorescence artefact?],-2,4,-6,-4,2,6,-7,-2
Cc1n[nH]c(=O)nc1Nc1ccc(O)cc1,85,0,-3,-31,0,-1,16,-8,2
O=C(COC(=O)CSc1nnc(-c2ccc(Cl)cc2)o1)NCc1ccc2c(c1)OCO2,135,1,2,-17,2,3,1[fluorescence artefact?],-5,2
CCOC(=O)CCc1c(C)c2ccc(O)cc2oc1=O,118,-1,-22[fluorescence artefact?],-9,2,3,-10,-1,-27
CCCSCCCNC(=O)Cn1cc2c(n1)CCC(C)C2 (stereo not drawn),93,1,0,-1,0,-3,1,9,-18
CCCn1c(N)nc2ccccc21,113,-1,-10,-18,-4,8,-5,10,-3
O=C1c2ccccc2C(Nc2ccc3c(c2)OCCO3)N1Cc1ccccc1 (stereo not drawn),95[fluorescence artefact?],·,-7[fluorescence artefact?],13,6,·,2[fluorescence artefact?],-20,-5
O=C(NCN1C(=O)C2C3C=CC(C3)C2C1=O)Nc1ccccn1 (stereo not drawn),·,3,·,·,·,11,·,-1,-10
COc1cc(C(=O)OCC(=O)N(C)C)cc(NC(=O)c2ccco2)c1OC,·,-2,·,·,·,3,·,-26,-9
O=C(Nc1cccc(C(F)(F)F)c1)N1CCC(c2nc(-c3ccc(F)cc3)no2)CC1,116,-6,2,·,·,12,10[fluorescence artefact?],-1,-8
Cc1c(NS(=O)(=O)c2ccc3c(c2)n(C)c(=O)n3C)c(=O)n(-c2ccccc2)n1C,99,1,-19,-13,-7,5,-14,-10,-5
COc1cc(Br)cc2cc(C(=O)N3CCN(C(=O)c4ccco4)CC3)c(=O)oc12,89,1,3,7,-4,4,4,14,-6
COCCN(CC(=O)NCc1ccc(F)cc1)C(=O)CCC(=O)Nc1nccs1,110,-3,-1,-3,14,2,31[fluorescence artefact?],9,-13
O=C(COc1ncnc2ccc(Br)cc12)N1CCOCC1,109,1,18,4,-6,9,-3,1,-8
COc1ccc(C)cc1S(=O)(=O)Nc1cccnc1,107,·,13,45,-2,·,4[fluorescence artefact?],·,·
O=C(O)C1CCCN1c1ncnc2ccccc12 (stereo not drawn),115,-2,7,-3,0,10,-5,-7,-7
COc1cccc(C(=O)NCC2CCN(c3ccc(S(=O)(=O)N4CCOCC4)cc3)CC2)c1,97,-8,10,-8,-2,16,-21[fluorescence artefact?],0,-7
